Screening data from PubChem.
Keap1-Nrf2 PPI – inhibitors of human Keap1-Nrf2 protein-protein interaction | inhibition, % at 9.4 µM | AID 504523 | Q14145 | 340,000 tested, 0.15% active | Keap1 Kelch-Nrf2 peptide fluorescence polarization, 1536-well; in the data active = inhibition above about 12%;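 also: human Keap1 Kelch domain with fluorescein labeled Nrf2 9mer peptide probe; 0% = neutral control wells and 100% = peptide positive control; higher means more block of Keap1 binding to Nrf2 peptide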
Target sequence (Q14145 whole entry, looked up, the tested form may be a part): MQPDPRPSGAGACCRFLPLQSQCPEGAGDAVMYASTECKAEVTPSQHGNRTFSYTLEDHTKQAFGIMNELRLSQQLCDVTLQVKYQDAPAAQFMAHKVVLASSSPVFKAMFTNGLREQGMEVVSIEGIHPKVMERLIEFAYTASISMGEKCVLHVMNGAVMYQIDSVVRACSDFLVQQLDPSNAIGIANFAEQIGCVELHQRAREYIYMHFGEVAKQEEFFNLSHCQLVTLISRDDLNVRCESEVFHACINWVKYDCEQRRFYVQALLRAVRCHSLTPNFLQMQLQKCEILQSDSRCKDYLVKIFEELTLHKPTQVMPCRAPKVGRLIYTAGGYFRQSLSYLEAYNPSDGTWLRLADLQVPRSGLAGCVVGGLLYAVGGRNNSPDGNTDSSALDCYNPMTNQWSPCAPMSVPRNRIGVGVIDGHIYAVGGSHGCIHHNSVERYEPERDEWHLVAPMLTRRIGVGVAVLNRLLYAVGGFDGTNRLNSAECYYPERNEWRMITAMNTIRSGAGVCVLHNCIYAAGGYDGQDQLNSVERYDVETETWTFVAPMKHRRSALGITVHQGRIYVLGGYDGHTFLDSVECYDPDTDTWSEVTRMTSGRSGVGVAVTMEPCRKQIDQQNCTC
NSD2 inh – NSD2 (human) methyltransferase inhibition; NSD2 peptide methylation, AlphaScreen, 120 min; inhibition, % at 12.5 µM; 310,000 tested, 0.54% active; AID 743445; in the data active = inhibition above about 50%
PvdQ acylase – P. aeruginosa PvdQ acylase inhibition; purified PvdQ acylase, fluorescence plate reader; inhibition, % at 10 µM; 340,000 tested, 0.063% active; in the data active = inhibition above about 30%, passing the limit was not always enough;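 also: 0% = vehicle neutral wells and 100% = reference inhibitor wells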
Mot1-301 SUMO – inhibitors of SUMOylation pathway: yeast Mot1-301 growth rescue | S. cerevisiae Mot1-301 growth rescue, ATP luminescence, 38.5C; percent above DMSO median, 100 means doubled | growth rescue, % at 18.8 µM | 320,000 tested, 1% active | AID 2716;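 active = every valid replicate shows activation above 250% relative to neutral control wells; inactive = the rest, any valid replicate at or below 250%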;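 also: OY570 slx delta 5 strain wells were the positive control but not used for scaling; some compounds called inactive have numbers as strong as hits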
dFosB act – mouse delta FosB homodimer activation; P13346; purified delta FosB, TAMRA-CDK5 oligo fluorescence polarization; percent of positive-control signal above neutral wells; activation, % at 25 µM; 340,000 tested, 0.99% active;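 active = mean activation above about 17%, with every replicate also reaching it, limit read from the data, passing the limit was not always enough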;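 also: fluorescence polarization rise as delta FosB binds a TAMRA Cdk5 AP-1 oligo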
Target sequence (P13346 whole entry, looked up): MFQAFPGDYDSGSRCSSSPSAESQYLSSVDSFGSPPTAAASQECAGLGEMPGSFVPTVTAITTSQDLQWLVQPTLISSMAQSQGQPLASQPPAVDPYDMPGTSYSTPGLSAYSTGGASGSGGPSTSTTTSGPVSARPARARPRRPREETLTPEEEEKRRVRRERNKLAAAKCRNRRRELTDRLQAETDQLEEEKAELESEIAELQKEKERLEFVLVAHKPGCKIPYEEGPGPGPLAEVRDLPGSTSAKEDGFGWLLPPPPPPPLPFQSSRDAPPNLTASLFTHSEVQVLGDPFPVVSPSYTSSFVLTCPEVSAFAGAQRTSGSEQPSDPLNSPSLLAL
CDK5 p35 inh – blocks human CDK5/p35 kinase activity | Q00535+Q15078 | Recombinant CDK5/p35, ADP-Glo luminescence, 60 min | inhibition, % at 10 µM | 330,000 tested, 0.01% active;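 active = highest replicate inhibition of at least 50% and at least 75% of replicates reaching 50%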;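 also: plate controls were DMSO neutral control for no effect and GW8510 at 10 µM for full effect; many of its hits are not listed in these tables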
RTF Ca sens inh – cardiac RTF calcium desensitization; P19429+P45379; IANBD-labeled cardiac RTF, Ca2+ fluorescence; inhibition, % at 7.15 µM; 340,000 tested, 0.12% active;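 active = inhibition above the mean inhibition of all tested compounds plus 3 SD, cut at about 17% in these data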;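 also: assay run at fixed EC70 calcium of 1.6 mM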
cardiac RTF act – increases calcium sensitivity of human cardiac regulated thin filaments; 340,000 tested, 0.24% active; IANBD-labeled TnC RTF fluorescence at EC20 calcium; 0% EC20 calcium, 100% full calcium; AID 493008; activation, % at 7.2 µM;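 active = activation above the mean over all tested compounds plus 3 SD, cut at about 30% in these data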;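 also: rise in fluorescence read as greater calcium sensitivity of cardiac thin filaments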
PfHsp90 yeast 2 – reduces growth (ATP signal) of yeast expressing P. falciparum Hsp90; inhibition, % at 9.4 µM; S. cerevisiae expressing PfHsp90, BacTiter-Glo ATP, 48 h; yeast lacking PDR1 and PDR3 efflux regulators; 310,000 tested, 0.32% active; AID 504621;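 active = every replicate shows inhibition above about 80%, whatever the replicate mean, limit read from the data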;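 also: 0% = DMSO neutral controls and 100% = 20 µM radicicol positive controls; yeast relying on Plasmodium falciparum Hsp90 in place of its own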
Rtt109 HAT inh – inhibitors of Candida albicans Rtt109/Vps75 histone acetyltransferase; Q5AAJ8; purified Rtt109/Vps75, ThioGlo CoA-SH fluorescence, 4 h; inhibition, % at 34.9 µM; 330,000 tested, 0.16% active;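 active = inhibition of at least 50% in every replicate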
LANA DNA inh – KSHV C-LANA DNA binding inhibition | AID 504423 | MBP-C-LANA/FAM-LBS DNA binding, fluorescence polarization | inhibition, % at 9 µM | 340,000 tested, 0.078% active;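 active = highest replicate inhibition at or above 60% at 9 µM, even if other replicates fall short; inactive = all replicates below 60% inhibition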;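 also: 0% = neutral control wells and 100% = 4 µM acridine orange control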
Starred values were filed as active, the others as inactive; . = not tested or not shown.

SMILES | Keap1-Nrf2 PPI | NSD2 inh | PvdQ acylase | Mot1-301 SUMO | dFosB act | CDK5 p35 inh | RTF Ca sens inh | cardiac RTF act | PfHsp90 yeast 2 | Rtt109 HAT inh | LANA DNA inh
CCc1ccc(NC2CC(=O)N(CCc3ccc(OC)c(OC)c3)C2=O)cc1 (stereo not given) | 0 | 31 | -7 | 2 | -1 | -1.6 | -1 | 2 | -3 | -12 | 3.9
Cc1ccccc1N1CCN(S(=O)(=O)Cc2ccccc2)CC1 | 1 | -2 | -5 | 11 | -11 | -0.4 | -8 | 2 | 5 | -12 | 0.8
Cc1ccc(/C(N)=N/OC(=O)Cc2ccccc2)cc1 | 4 | -4 | -11 | -3 | 7 | 0.1 | 12 | 3 | -15 | 4 | -0.1
Cc1nc(NC(=O)CSc2nc3cccnc3n2Cc2ccccc2)sc1C | -4 | -2 | -4 | 3 | 15 | -0.3 | -13 | -4 | -15 | -9 | 0.7
COc1ccc(OCC(=O)NC2CCCCCCC2)cc1 | -6 | 0 | -4 | 22 | 2 | -1.4 | 5 | -8 | -11 | 29 | -0.2
COc1ccc(Cc2nnc(SCC(=O)Nc3ccc(N4CCOCC4)cc3)n2C)cc1 | 0 | -6 | 5 | -7 | 1 | 0.7 | 6 | -3 | -14 | 4 | -2.3
Cc1nn(-c2ccccc2)c(C)c1NC(=O)CCl | -6 | -2 | 2 | -2 | -1 | 2.6 | -3 | -2 | 2 | -14 | 1.1
CCOc1ccc(CCNC(=O)C2CC(=O)N(Cc3ccc(OC)cc3)C2)cc1OCC (stereo not given) | 3 | 0 | -4 | 15 | -15 | -0.7 | -5 | 5 | -14 | -8 | 0.1
CCOc1ccc2nc(SCC(=O)N(CC(C)C)c3c(N)n(CC(C)C)c(=O)[nH]c3=O)[nH]c2c1 | -2 | 1 | 5 | . | -14 | 0.1 | 0 | -2 | -21 | -1 | 2.4
COC(=O)c1c(NC(=O)COC(=O)c2ccc(NC(=O)CC#N)cc2)sc2c1CCCCC2 | -10 | 5 | -12 | -22 | 3 | 0.9 | -8 | 5 | -20 | 45 | -1.4
Cc1cnc2cc([N+](=O)[O-])ccc2n1 | -3 | 0 | -11 | -11 | 5 | 0.6 | 8 | -2 | -4 | 6 | -2.9
COc1ccc(C2CC(c3ccccc3)=NN2C(=O)COC(=O)COc2ccccc2)cc1 (stereo not given) | -1 | -1 | -7 | -11 | -16 | -1.4 | -8 | -2 | . | -7 | -1.1
COc1ccc(C(=O)/C=C/c2cn(CC(O)CN3CCN(C)CC3)c3ccccc23)cc1OC (stereo not given) | -62 | 5 | -11 | -25 | 12 | 0.9 | -26 | 27 | 3 | 3 | -15
CC(C)CC(NC(N)=O)C(=O)OCC(=O)Nc1ccc(OC(F)F)cc1 (stereo not given) | -7 | -4 | -12 | 18 | 0 | -1.3 | -9 | 2 | 55 | -1 | 2.3
COc1ccc(-c2cc(=O)oc3cc(OC(C)C(=O)NCc4ccccn4)ccc23)cc1 (stereo not given) | -3 | . | -1 | -13 | -9 | -0.6 | -1 | 0 | 10 | 4 | 0.0
Cc1ccc(S(=O)(=O)/N=C/c2ccc(N(C)C)cc2)cc1 | 3 | -3 | 8 | -13 | -10 | 0.4 | 5 | 1 | 15 | 5 | 0.0
O=C1[C@@H]2[C@@H](CN3CN(c4ccccc4)N=C(c4ccccc4)[C@@]23c2ccccc2)C(=O)N1c1ccccc1 | -4 | -3 | -13 | . | -16 | 0.4 | -8 | 1 | -18 | 9 | 0.5
Cc1ccc2nc(SCc3nnc(-c4ccccc4)o3)[nH]c2c1 | -6 | -2 | -16 | -14 | -9 | 1.6 | -4 | 2 | -14 | 1 | -0.6
CCN(CC)c1ccc(C(=O)NNC(=O)CN2C(=O)NC(C)(c3ccccc3)C2=O)cc1 (stereo not given) | -2 | 2 | -2 | 12 | -3 | 0.9 | -4 | 3 | -15 | 3 | 0.6
O=C(c1ccccc1)C1CN(c2ccccc2)CC1c1ccc(Cl)cc1 (stereo not given) | 5 | 4 | 12 | 5 | -5 | 0.0 | 6 | -2 | -6 | 4 | -1.3
O=C1Nc2ccccc2S/C1=C/NCc1ccccc1Cl | -4 | 1 | -11 | 0 | -8 | 1.6 | -11 | 3 | 5 | . | -0.6
O=C(CCC(=O)N1CCN(c2ccc(F)cc2)CC1)c1ccc(Cl)cc1 | 0 | 0 | -7 | -15 | -5 | . | -1 | -7 | -5 | -8 | -0.8
CC(C)CNC(=O)CCc1c[nH]c2ccccc12 | -3 | 1 | 9 | 8 | 3 | -1.0 | -9 | 1 | -11 | -6 | 2.0
Cc1cnccc1CN(C)Cc1cn(C)nc1-c1cccc(Cl)c1 | -3 | 0 | -9 | -9 | -7 | -1.5 | -9 | 12 | 2 | -1 | -0.1
CCOc1ccccc1C(=O)OC(C)C(=O)Nc1ccc(S(=O)(=O)N2CCCC2)cc1 (stereo not given) | 0 | -1 | 0 | -8 | -8 | -1.1 | 3 | -7 | 3 | 7 | -0.6
SMILES | Keap1-Nrf2 PPI | NSD2 inh | PvdQ acylase | Mot1-301 SUMO | dFosB act | CDK5 p35 inh | RTF Ca sens inh | cardiac RTF act | PfHsp90 yeast 2 | Rtt109 HAT inh | LANA DNA inh
O=C(c1ccncc1)N1N=C2CCCCCC2C1(O)C(F)(F)F (stereo not given) | 4 | 1 | -7 | . | 0 | 1.5 | -11 | 2 | -9 | -3 | 0.6
O=C(O)CSc1nnc2n(-c3ccccc3)c(=O)c3ccccc3n12 | 2 | 0 | 17 | -3 | -9 | 4.4 | -17 | -1 | 14 | 6 | 0.1
CC1CCCCC1NC(=O)C1CCN(S(=O)(=O)c2cccc3nsnc23)CC1 (stereo not given) | -2 | 0 | -10 | -1 | -2 | -2.1 | -15 | 0 | 22 | -1 | 1.6
CN(C)c1cccc(C(=O)NCc2ccccc2Cl)c1 | -2 | 0 | 13 | 238 | -4 | 0.0 | 6 | -3 | 9 | -11 | 1.5
COc1ccc(Cl)cc1NC(=O)CN(C)CC(=O)Nc1ccccc1-c1ccccc1 | -4 | 4 | -16 | 2 | -11 | -1.7 | 10 | 3 | -8 | -28 | -1.5
O=C(Oc1cccc2c(O)cccc12)c1ccccc1 | -3 | 31 | -13 | 27 | -2 | 0.5 | 1 | -2 | . | -5 | -0.3
O=C(/C=C/c1ccc(OCCCF)cc1)NCc1ccc(Cl)cc1 | -3 | 1 | -7 | 18 | 6 | -0.6 | -3 | 7 | . | -8 | 0.7
CC(O)C1CCC2C3CC[C@H]4CC(O)CCC4(C)C3CC3(OCCO3)C12C (stereo not given in full) | 0 | . | -6 | 11 | -7 | -1.1 | 0 | 4 | 30 | 2 | -0.1
O=C(NC(=S)NC1CCCc2ccccc21)c1ccco1 (stereo not given) | -3 | -3 | -10 | 2 | -15 | 0.0 | -8 | 5 | -9 | 3 | 0.1
COc1ccc(N2CCN(S(=O)(=O)CCNC(=O)CCCc3ccccc3)CC2)cc1 | 2 | 0 | -12 | 12 | 3 | -0.2 | -4 | -6 | -8 | -3 | 0.4
CCN(CC)S(=O)(=O)c1ccc(N2CCCCC2)c(NC(=O)C2=COCCO2)c1 | -1 | 2 | 2 | 341 | -6 | 1.4 | 2 | -12 | 22 | -1 | 0.9
COc1cccc(OC)c1OC(=O)/C=C/c1ccc(C)o1 | -3 | -1 | -12 | 19 | -8 | -0.4 | 7 | -1 | 1 | 1 | 1.5
Cc1nc2ccccc2n1C1CCN(C(=O)Nc2ccccc2)CC1 | -2 | -1 | 10 | -15 | -11 | 0.7 | -12 | 9 | -14 | 10 | -1.3
N#Cc1ccccc1OCC(=O)N1CCN(C(=O)c2ccco2)CC1 | 1 | 1 | -18 | -8 | -1 | 0.1 | -8 | 1 | 3 | -10 | 2.1
COc1ccc(CC(=O)Nc2ccccc2C(=O)N2CCCC2)cc1 | 3 | 15 | -1 | 1 | 1 | -1.3 | -3 | -1 | -3 | -5 | 1.0
N/C(=N\NS(=O)(=O)c1ccccc1)c1ccccn1 | -3 | -6 | -5 | 369 | -3 | -2.1 | -11 | 7 | -2 | 3 | 1.1
O=c1[nH]c2ccccc2[n+]([O-])c1-c1ccccc1 | 1 | 1 | 1 | 2 | -3 | 1.7 | 1 | -3 | 14 | -29 | 0.1
NC(=O)C1CCN(c2nnnn2-c2ccccc2)CC1 | -7 | -1 | -19 | 4 | -4 | -0.3 | -4 | 3 | . | -1 | 0.6
CCOC(=O)CC1COCCN1Cc1cn(C)nc1-c1ccccc1F (stereo not given) | -3 | . | 5 | -4 | -1 | 1.4 | 0 | -1 | . | 14 | 0.1

Gathered by group: the compounds so far containing a Cl atom.
SMILES | Keap1-Nrf2 PPI | NSD2 inh | PvdQ acylase | Mot1-301 SUMO | dFosB act | CDK5 p35 inh | RTF Ca sens inh | cardiac RTF act | PfHsp90 yeast 2 | Rtt109 HAT inh | LANA DNA inh
Cc1nn(-c2ccccc2)c(C)c1NC(=O)CCl | -6 | -2 | 2 | -2 | -1 | 2.6 | -3 | -2 | 2 | -14 | 1.1
O=C(c1ccccc1)C1CN(c2ccccc2)CC1c1ccc(Cl)cc1 (stereo not given) | 5 | 4 | 12 | 5 | -5 | 0.0 | 6 | -2 | -6 | 4 | -1.3
O=C1Nc2ccccc2S/C1=C/NCc1ccccc1Cl | -4 | 1 | -11 | 0 | -8 | 1.6 | -11 | 3 | 5 | . | -0.6
O=C(CCC(=O)N1CCN(c2ccc(F)cc2)CC1)c1ccc(Cl)cc1 | 0 | 0 | -7 | -15 | -5 | . | -1 | -7 | -5 | -8 | -0.8
Cc1cnccc1CN(C)Cc1cn(C)nc1-c1cccc(Cl)c1 | -3 | 0 | -9 | -9 | -7 | -1.5 | -9 | 12 | 2 | -1 | -0.1
CN(C)c1cccc(C(=O)NCc2ccccc2Cl)c1 | -2 | 0 | 13 | 238 | -4 | 0.0 | 6 | -3 | 9 | -11 | 1.5
COc1ccc(Cl)cc1NC(=O)CN(C)CC(=O)Nc1ccccc1-c1ccccc1 | -4 | 4 | -16 | 2 | -11 | -1.7 | 10 | 3 | -8 | -28 | -1.5
O=C(/C=C/c1ccc(OCCCF)cc1)NCc1ccc(Cl)cc1 | -3 | 1 | -7 | 18 | 6 | -0.6 | -3 | 7 | . | -8 | 0.7
